Screens deposited in PubChem BioAssay by Southern Research Specialized Biocontainment Screening Center.
VEEV TC-83 Vero: inhibitors of VEEV TC-83 cytopathic effect, confirmation, Vero cells (AID 588727); Vero cells, VEEV TC-83 cytopathic effect inhibition; higher % means a stronger effect; inhibition, % at 20 µM, or IC50 in µM where a hit was titrated; actives 0.13% (n = 350,000); in the data active = a potency from the dose series; inconclusive = inhibition mostly from about 14% at the one dose, without a potency; inactive = the rest, 99 in 100 with inhibition below about 12%; also: strong numbers were not always called active
H37Rv inhibition: M. tuberculosis growth inhibition, HTS (AID 449762); M. tuberculosis H37Rv growth inhibition, 7H9 media; higher % means a stronger effect; one-dose inhibition, % at 25 µM; IC50 in µM for titrated hits; actives 0.59% (n = 330,000); in the data active = a potency from the dose series; inconclusive = inhibition above about 70% without an active follow-up result;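 also: bacterial growth assessed after seven days of incubation; strong numbers were not always called active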
Salmonella PhoP GFP: Inhibition of PhoP regulon, Salmonella typhi GFP reporter cells, confirmation, 4 h (AID 1850); Salmonella Typhi PhoP-promoter GFP reporter, fluorescence, 4 h; higher % means a stronger effect; inhibition, % at 50 µM; hits with a dose series show IC50 in µM; actives 0.33% (n = 310,000); in the data active = a potency from the dose series; inconclusive = inhibition mostly from about 25% at the one dose, without a potency; inactive = the rest, 99 in 100 with inhibition below about 19%;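 also: 0% = induced wells with vehicle and 100% = uninduced wells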
M. tuberculosis: growth inhibition of non-replicating M. tuberculosis (AID 488890) | Mycobacterium tuberculosis non-replicating, growth inhibition; higher % means a stronger effect | one-dose inhibition, % at 25 µM; IC50 in µM for titrated hits | actives 0.39% (n = 320,000); in the data active = a potency from the dose series; inconclusive = inhibition mostly from about 82% at the one dose, without a potency; inactive = the rest, 99 in 100 with inhibition below about 76%;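 also: plate controls were DMSO cells for no effect and high antibiotic wells for full effect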
influenza NS1A: NS1A inhibition, H1N1 influenza, cell based functional assay (AID 504329). NS1A functional cell-based assay, percent inhibition; higher % means a stronger effect. inhibition, % at 12.5 µM; hits with a dose series show IC50 in µM. actives 0.3% (n = 340,000); in the data active = a potency from the dose series; inconclusive = inhibition above about 27% without an active follow-up result; also: strong numbers were not always called active
VEEV TC-83 Vero 10K pilot screen: recorded beside VEEV TC-83 Vero, whose call it bears; inhibition, %; measured here: 10K pilot screen inhibition
Active calls of the source: *; i = inactive; ? = inconclusive; / = no result given; & = joins results of further samples.

SMILES	VEEV TC-83 Vero	H37Rv inhibition	Salmonella PhoP GFP	M. tuberculosis	influenza NS1A	others
O=C(NCCc1ccccn1)C(F)(F)C(F)(F)C(F)(F)C(F)(F)C(F)(F)C(F)(F)C(F)(F)C(F)F	0.7%	-0.4%	4.9%	-5.7%	0.7%
Cc1cc(NS(=O)(=O)c2ccc(Br)s2)no1	1.2%	-6.5%	-10.5%	0.6%	7.3%
COc1ccccc1OCC(=O)Nc1ccccc1C(=O)NC1CC1	0.2%	-10.4%	5.1%	-6.9%	-5.9%
CCOc1ccc(C2NCCc3cc(OC)c(OC)cc32)cc1OC (stereo unspecified)	i	0.4%	13.0%	-3.7%	22.1%
O=C(NCCCc1ccccc1)N1CCOCC1	i	-4.9%	10.1%	-6.1%	-1.7%
Cc1cnc(C)c(N2CCN(Cc3nc(-c4ccccc4)no3)CC2)n1	3.5%	2.8%	1.6%	20.4%	-4.8%
O=C(Nc1cccc(C(=O)N2CCCC2)c1)C1CCCC1	0.6%	/	/	/	-14.3%
CCn1c(O)c(N=NC2=NC(=O)CS2)c2cc(C)ccc21	0.7%	?	1.4%	?	-16.1%
O=C(NNC(=O)c1ccccc1F)c1ccco1	0.8%	-1.9%	1.6%	-4.5%	5.0%
CC(=O)Nc1cccc(/C(C)=N/NC(=O)c2ccccc2Cl)c1	2.9%	3.9%	-2.8%	5.8%	-3.2%

Two entries drawn at random from the list so far:
SMILES	VEEV TC-83 Vero	H37Rv inhibition	Salmonella PhoP GFP	M. tuberculosis	influenza NS1A	others
Cc1cc(NS(=O)(=O)c2ccc(Br)s2)no1	1.2%	-6.5%	-10.5%	0.6%	7.3%
O=C(NCCc1ccccn1)C(F)(F)C(F)(F)C(F)(F)C(F)(F)C(F)(F)C(F)(F)C(F)(F)C(F)F	0.7%	-0.4%	4.9%	-5.7%	0.7%

(more compounds)
SMILES	VEEV TC-83 Vero	H37Rv inhibition	Salmonella PhoP GFP	M. tuberculosis	influenza NS1A	others
Cn1c(=O)c2c(nc(CN3CCN(c4ccccc4)CC3)n2Cc2c(F)cccc2Cl)n(C)c1=O	i	-10.8%	-7.4%	42.9%	3.6%
O=C(OCCN1CCCCC1)c1cc2ccccc2o1	0.6%	-14.3%	-0.1%	-4.3%	8.7%
COc1cccc(C(=O)N2CCN(C3CCC(c4ccccc4)CC3)CC2)c1OC (stereo unspecified)	i	5.1%	-6.5%	6.2%	2.8%
COc1ccccc1N(CC(N)=O)S(=O)(=O)c1ccc(C)cc1	1.1%	2.9%	-10.7%	11.0%	5.2%
CCn1c(O)c(/C=C2\C=NN=C2c2ccccc2)sc1=S	?	57.1%	4.9%	18.1%	-11.3%
Cc1noc(C)c1C(=O)NCc1ccccc1	i	0.4%	-4.3%	-20.6%	-13.6%
Cn1c(SCC(=O)N/N=C/c2ccc([N+](=O)[O-])s2)nnc1-c1ccccc1	1.6%	?	17.5%	?	5.4%
Cc1cccc(-n2ccnc2CN2CCC(CO)(Cc3ccccc3)CC2)c1	1.1%	8.2%	5.0%	24.4%	7.4%
O=C(c1ccccc1Cl)N1CCN(Cc2ccc3c(c2)OCO3)CC1	0.0%	7.0%	-6.4%	3.5%	0.4%
CCn1c2ccccc2c2n[nH]c(=S)nc21	i	0.5%	-10.4%	-14.1%	21.2%
Cc1ccc2c(c1)c1c3n2CCNC3CCC1 (stereo unspecified)	0.3%	-7.4%&1.4%	-1.4%	11.2%&20.4%	2.5%&19.4%
CCOCCCN(Cc1cc2cc(C)cc(C)c2[nH]c1=O)C(=O)N(CC)CC	9.0%	-3.9%	-13.1%	9.6%	-10.7%
O=C(O)/C=C/C(=O)Nc1ccc(Oc2ccc(NC(=O)/C=C/C(=O)O)cc2)cc1	/	0.7%	-2.2%	-23.3%	/
C[C@@H]1C(=O)OC[C@H]1NC(=O)OCc1ccccc1	0.7%	2.2%	-4.9%	-5.4%	-1.7%
CC(C)c1ccc(OCC(=O)N2CCCN(C)CC2)cc1	2.9%	-5.7%	-3.0%	-6.1%	-3.4%
O=C(CN1CCOCC1)N/N=C/c1ccc(C(=O)O)cc1	i	-4.2%	-7.7%	12.6%	2.9%	VEEV TC-83 Vero 10K pilot screen=0.7
Cc1ccc(N(C)S(=O)(=O)c2cccc(C(=O)Nc3nnc(C4CC4)s3)c2)cc1	9.9%	-0.5%	2.5%	-0.1%	-5.2%
COc1cccc(N2CCN(C(=O)c3oc4ccccc4c3NC(=O)Cc3ccc(OC)c(OC)c3)CC2)c1	7.2%	3.8%	3.9%	22.0%	1.2%
CCn1cc(C(=O)OCC(=O)Nc2cccc(Cl)c2Cl)c(=O)c2ccc(C)nc21	1.6%	0.8%	-1.7%	-4.5%	/
Cc1cc(N2CCC(C)CC2)nc2ccc(N3C(=O)CCC3=O)cc12	i	-5.0%	-5.2%	-8.0%	18.4%
CCNC(=S)N/N=C/c1ccccc1[N+](=O)[O-]	1.1%	2.2%	7.5%	42.6%	-7.6%
O=C(O)c1cccc(-c2ccccc2)c1O	2.9%	/	/	/	-26.6%
CCOc1ccc(NC(=O)c2ccc(NC(=S)NC3CCCCC3)cc2)cc1	0.2%	0.1%	-3.9%	?	-10.3%
COc1ccc(N2CCN(C(=O)CS(=O)Cc3nc(-c4ccc(OC)c(OC)c4)oc3C)CC2)cc1 (stereo unspecified)	0.5%	2.9%	-4.8%	18.7%	2.6%
CC(=O)Nc1ccc(S(=O)(=O)NCC(=O)OCC(=O)NCc2ccc3c(c2)OCO3)cc1	i	-6.1%	/	-11.3%	10.2%
CN(C=O)CP(=O)(O)CN(C)C=O	0.6%	-0.9%	-8.2%	6.8%	-6.3%
CCOc1ccc(OCCC(=O)N2CCN(S(=O)(=O)c3ccc(F)cc3)CC2)cc1	8.3%	-1.7%	7.0%	4.6%	-1.7%
Cn1nc(C(=O)OCC(=O)Nc2ccc(Cl)cc2Cl)c2ccccc2c1=O	0.7%	-2.5%	/	-1.0%	1.6%
CC(C)(C)OC(=O)c1c(N)n(Cc2ccco2)c2nc3ccccc3nc12	7.2%	-1.6%	-5.3%	-5.0%	-2.2%
CSc1nc(-c2ccccc2)nc(C(Cl)Cl)n1	9.9%	?	-5.6%	?	-5.5%	VEEV TC-83 Vero 10K pilot screen=7.3
O=C(COC(=O)CNC(=O)c1cccc(OC(F)F)c1)NCc1ccc2c(c1)OCO2	0.0%	7.1%	/	1.3%	-17.6%
Cc1cccc(OCC(=O)Nc2cc(C)c(C)cc2O)c1	0.8%	-5.6%	-0.3%	51.4%	-6.5%
CSc1sc2ccccc2[n+]1CCCS(=O)(=O)[O-]	i	-13.1%	-9.2%	-7.8%	4.3%
O=C(O)c1cc(S(=O)(=O)NCC2COc3ccccc3O2)ccc1Cl (stereo unspecified)	1.0%	-1.8%	/	-10.7%	-1.0%
Cc1cc2occ(CC(=O)NCc3cccs3)c2cc1C(C)C	3.1%	5.5%	-2.1%	28.6%	-1.7%
Cn1ccnc1SCC(=O)c1ccc(C#N)cc1	1.6%	-0.1%	9.0%	-6.0%	-2.6%
CCn1nc(CC(=O)O)c2ccccc2c1=O	0.2%	-3.3%	6.9%	-20.8%	-3.8%
COc1cc(C(=O)N2CCN(c3ccc([N+](=O)[O-])cc3)CC2)ccc1OCc1c(C)noc1C	6.5%	-2.6%	-4.7%	9.5%	-12.6%
CN(C)C(CNc1ncccn1)c1ccccc1 (stereo unspecified)	i	-4.5%	2.2%	-1.4%	12.8%
CN(CC(=O)Nc1c(Cl)cccc1Cl)C(=O)CCC1CCCC1	5.4%	-0.9%	1.2%	9.1%	-7.5%

In the list so far, these contain a thiophene ring, fused or not.
SMILES	VEEV TC-83 Vero	H37Rv inhibition	Salmonella PhoP GFP	M. tuberculosis	influenza NS1A	others
Cc1cc(NS(=O)(=O)c2ccc(Br)s2)no1	1.2%	-6.5%	-10.5%	0.6%	7.3%
Cn1c(SCC(=O)N/N=C/c2ccc([N+](=O)[O-])s2)nnc1-c1ccccc1	1.6%	?	17.5%	?	5.4%
Cc1cc2occ(CC(=O)NCc3cccs3)c2cc1C(C)C	3.1%	5.5%	-2.1%	28.6%	-1.7%

(cont.)
SMILES	VEEV TC-83 Vero	H37Rv inhibition	Salmonella PhoP GFP	M. tuberculosis	influenza NS1A	others
Cc1ccc(C(=O)N2CCN(C)CC2)cc1S(=O)(=O)N1CCCCCC1	1.2%	-0.4%	-5.5%	1.6%	-9.9%
COc1ccc(Cl)cc1C(=O)NNC(=O)c1cccnc1	0.3%	-6.8%	-8.2%	-15.4%	5.4%
Cn1c(CCCCCN)nc2ccccc21	1.6%	-0.8%	-8.1%	24.6%	5.2%
CC(=O)c1cccc(CN2CCC(n3nccc3NC(=O)c3ccc4c(c3)OCO4)CC2)c1	1.4%	-2.8%	-1.9%	13.1%	-0.2%
O=C(NNS(=O)(=O)c1ccc(Br)cc1)C1CCCCC1	3.6%	0.7%	1.7%	5.9%	-2.2%
CCOC(=O)c1ccc(S(=O)(=O)N2CCN(CC3CC=CCC3)CC2)cc1 (stereo unspecified)	i	0.1%	-4.9%	7.7%	1.7%
CCOc1ccc2oc(C(=O)OCC(=O)NC3CCCCC3)c(C)c2c1	1.6%	15.2%	/	40.7%	-6.1%
COC(=O)c1ccccc1NC(=O)CCC(=O)N1CCSc2ccccc21	1.4%	0.0%	-10.4%	22.1%	0.7%
CC1CC(C)CN(C(=O)C(C)N(C)CC(=O)Nc2ccccc2Cl)C1 (stereo unspecified)	0.1%	-2.1%	5.8%	-1.1%	-5.7%
O=C(COc1ccc(Cl)cc1)Nc1nnc(S(=O)(=O)N2CCCCCC2)s1	2.3%	-7.3%	-10.5%	/	4.1%
CCN(CC)c1nc(Nc2ccc([N+](=O)[O-])cc2)nc(N(CC)CC)n1	3.0%	6.0%	0.0%	69.0%	-0.2%
Cn1c2ccccc2c2c(C(=O)NCCCN3CCCC3=O)cn(C3CCCCC3)c(=O)c21	7.9%	15.3%	-6.8%	26.8%	1.2%
C/C=C\C(=O)Nc1cccc(C2=NOC3(C2)C[C@@H](C(N)=O)N(C(=O)CC(c2ccccc2)c2ccccc2)C3)c1 (stereo partly specified)	2.8%	56.1%	-3.8%	35.2%	-2.9%
Cc1ccc(C(=O)CSc2nc(C)cc(C)c2C(N)=O)cc1	1.8%	69.0%	12.8%	24.1%	-2.5%
COc1ccc(Nc2nc(N)nc(CSc3nncn3C)n2)cc1	1.1%	-5.8%	-5.0%	3.3%	1.6%
Cc1ccc(C)c(N2CCN(C(=O)CCCn3ncn4c(cc5occc54)c3=O)CC2)c1	1.9%	43.1%	7.2%	68.4%	1.9%
COc1cc(C(=O)NCc2nnc(SCC(=O)N3CCCC3)o2)cc(OC)c1OC	2.2%	2.2%	-3.8%	-14.9%	-3.8%
CCN1CCN(C(=O)CSc2cc(=O)n(C)c3ccccc23)CC1	2.1%	-3.1%	-10.1%	-32.0%	2.1%
Clc1ccc(OCCSc2ncccn2)c(Br)c1	3.4%	-0.3%	0.2%	30.9%	3.1%
COc1ccc(NS(=O)(=O)c2ccc(N3CC(O)=C(c4ccccc4)C3=N)cc2)cc1	5.2%	3.7%	-13.3%	-0.7%	15.0%
O=c1oc2ccccc2c(NC2CCCCC2)c1NS(=O)(=O)c1ccc(Br)cc1	?	-7.6%	-1.5%	-12.9%	4.2%
CCCc1cc(=O)oc2c(CN3CCCC3)c(O)ccc12	0.2%	-5.8%	5.5%	-4.3%	2.3%
S=C(NCc1cccs1)Nc1ccccc1	2.2%	8.3%	-0.2%	78.7%	-9.2%
c1ccc(-c2nnc(OCC3CCCO3)c3ccccc23)cc1 (stereo unspecified)	0.6%	0.3%	6.8%	/	-0.9%
CCOC(=O)c1cn2nc(SCc3ccccc3)nc2nc1C	5.8%	56.8%	-6.7%	?	-5.8%
COc1ccc(OCc2cn3c(C)cc(C)nc3n2)cc1	1.4%	-6.1%	-13.0%	-11.2%	-2.5%
Cc1ccc(-c2nc(-c3ccccc3)no2)cc1	1.3%	-2.0%	-2.0%	7.8%	0.4%
CCN(CC(=O)Nc1ccccc1SC)Cc1nc2ccccc2c(=O)[nH]1	0.3%	54.3%	16.2%	10.5%	3.2%
Cc1ccc(CSCCNC(=O)CSCc2ccc([N+](=O)[O-])cc2)cc1	i	4.6%	-2.5%	71.5%	-4.5%
Cc1ccc(Nc2nc(NCCO)c3ccccc3n2)cc1C	?	21.5%	18.7µM*	?	9.1%
CCOC(=O)CNC(=O)CSc1ncnc2c1cnn2-c1ccc(C)cc1	0.9%	1.4%	-2.6%	22.2%	1.2%
O=C(CSc1nnc(NC(=O)c2ccco2)s1)Nc1cccc(F)c1	1.4%	-11.3%	-4.6%	5.0%	-23.0%
CCOC(=O)N1CCN(C(=O)CSc2nc3ccccc3c(=O)n2-c2ccccc2)CC1	10.9%	-0.6%	4.7%	-0.8%	0.0%
